# High-throughput results as filed in PubChem BioAssay.
# Anesthetic bind: binds horse apoferritin like a general anesthetic | AID 485281 | Potency, µM (series often up to 77.5 µM), inactives show top-dose activity change, negative = displacement, most hits filed as inhibitors | P02791 | 350,000 compounds, 0.074% hits | apoferritin/1-aminoanthracene competitive binding, fluorescence; also: potency is read from the fitted curve at half-maximal effect; % is scaled to controls: 0 for no effect and ±100 for the full control effect; nearly all actives have a fitted effect of over 20% in size
#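 Steps: apoferritin (10 uM) was premixed with half-saturated 1-AMA in PBS, compounds were pin-transferred, plates stood 10 min at room temperature, fluorescence was read at 380/535 nm, and curves were fitted with a Hill equation.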
# POLK inh: blocks human DNA polymerase kappa activity | AID 588579 | Q9UBT6 | Potency, µM (top dose mostly 107 µM), for the others: top-dose activity, negative = inhibition, usual class: inhibitors | purified Pol kappa, fluorescent DNA synthesis assay, 10 min | 400,000 compounds, 0.53% hits; also: potency is read from the fitted curve at half-maximal effect; % is scaled to controls: 0 for no effect and ±100 for the full control effect
#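 Readout: fluorescence, taken kinetically at 0 and 10 min. Conditions: 10 nM Pol kappa, 15 min RT compound preincubation, 50 nM substrate final. Controls: enzyme-free buffer wells.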
# APE1 inh: APE1 (human) endonuclease inhibition | P27695 | recombinant APE1, TAMRA/BHQ-2 abasic DNA cleavage fluorescence | Potency, µM (doses to about 65.8 µM), inactives show top-dose activity change, negative = inhibition, hits mostly inhibitors | 350,000 compounds, 0.35% hits;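 also: potency is read from the fitted curve at half-maximal effect; plate controls were vehicle for no effect and reference inhibitor for full effect; nearly all actives have a fitted effect of over 55% in size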
#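 Quantitative HTS: incision of a TAMRA/BHQ-2 double-stranded substrate bearing a tetrahydrofuran abasic site by 0.75 nM APE1 raises fluorescence. Substrate 50 nM final, added after 15 min compound preincubation at room temperature; progress as third-minus-first kinetic read difference.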
# LDHA inh: inhibitors of human lactate dehydrogenase A. P00338. purified LDHA, NADH/diaphorase-resazurin fluorescence; hits give low values. activity change, % (values are at about 110 or 230 µM). 480,000 compounds, 0.15% hits. AID 1347041; in the data active = activity change below about -30%; inconclusive = mostly about -25% to -30%;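 also: plate controls were DMSO wells for no effect and wells without enzyme for full effect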
#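 Resorufin fluorescence (ex540/em590), read at 0 and 20 min after diaphorase/resazurin addition, reports the NADH left after a 5 min room-temperature reaction of 2 nM human LDH5 with 0.06 mM NADH and 0.2 mM pyruvate.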
# POLB inh: blocks human DNA polymerase beta activity; P06746; Pol beta primer extension/strand displacement, fluorescence kinetic; Potency, µM (doses to about 114 µM), inactives show at the top dose activity change, negative = inhibition, actives largely listed as inhibitors; 340,000 compounds, 1.3% hits; AID 485314; also: potency is read from the fitted curve at half-maximal effect; % is scaled to controls: 0 for no effect and ±100 for the full control effect
#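 Values derive from four-parameter Hill fits of normalized kinetic data: reads at 0 and 10 min following addition of 50 nM substrate to 10 nM Pol beta preincubated 15 min with compound.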
# Pol eta inh: blocks human DNA polymerase eta activity; Q9Y253; AID 588591; 390,000 compounds, 1.2% hits; Potency, µM (doses to about 114 µM), for inactives: at the top dose activity change, negative = inhibition, hits mostly inhibitors; recombinant Pol eta, fluorescent DNA replication assay; also: potency is read from the fitted curve at half-maximal effect; % is scaled to controls: 0 for no effect and ±100 for the full control effect
#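 Pol eta at 10 nM preincubated with compounds 15 min at room temperature; reaction started with fluorescent substrate (50 nM final) and read kinetically at 0 and 10 min.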
# GRP78 ERSR act: induces the endoplasmic reticulum stress response in human glioma cells; U87-MG GRP78 promoter luciferase reporter, 16 h; Potency, µM, inactives show at the highest dose activation, hits mostly activators; 420,000 compounds, 0.02% hits; AID 602332; also: potency is read from the fitted curve at half-maximal effect; series mostly up to about 76 µM; % of control where 0% means no effect; nearly all actives have a fitted effect of over 35% in size
#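 Stably transfected U87-MG glioma cells carrying a GRP78-based luciferase sensor; 16 h compound incubation. Luminescence end-point read 10 min after Bright-Glo addition at room temperature.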
# Pol iota inh: inhibitors of human DNA polymerase iota. 390,000 compounds, 1% hits. Pol iota fluorescent replication assay, 10 min. Potency, µM (titrated, usually from 115 µM), without a hit: at the top dose activity, negative = inhibition, usual class: inhibitors. Q9UNA4; also: potency is read from the fitted curve at half-maximal effect
#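 Pol iota at 10 nM preincubated 15 min with compounds at room temperature; reaction started with fluorescent substrate, 50 nM final. Fluorescence read kinetically at 0 and 10 min; buffer-only wells as negative control.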
# BLM helicase inh: blocks DNA unwinding by human BLM helicase | P54132 | recombinant BLM DNA unwinding, fluorescence dequenching | Potency, µM (doses to about 56.1 µM), for the others: at the top dose activity change, negative = inhibition, most hits filed as inhibitors | 350,000 compounds, 0.2% hits | AID 2528;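 also: potency is read from the fitted curve at half-maximal effect; plate controls were vehicle for no effect and no enzyme for full effect; nearly all actives have a fitted effect of over 35% in size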
# Target sequence (P54132 whole entry, looked up): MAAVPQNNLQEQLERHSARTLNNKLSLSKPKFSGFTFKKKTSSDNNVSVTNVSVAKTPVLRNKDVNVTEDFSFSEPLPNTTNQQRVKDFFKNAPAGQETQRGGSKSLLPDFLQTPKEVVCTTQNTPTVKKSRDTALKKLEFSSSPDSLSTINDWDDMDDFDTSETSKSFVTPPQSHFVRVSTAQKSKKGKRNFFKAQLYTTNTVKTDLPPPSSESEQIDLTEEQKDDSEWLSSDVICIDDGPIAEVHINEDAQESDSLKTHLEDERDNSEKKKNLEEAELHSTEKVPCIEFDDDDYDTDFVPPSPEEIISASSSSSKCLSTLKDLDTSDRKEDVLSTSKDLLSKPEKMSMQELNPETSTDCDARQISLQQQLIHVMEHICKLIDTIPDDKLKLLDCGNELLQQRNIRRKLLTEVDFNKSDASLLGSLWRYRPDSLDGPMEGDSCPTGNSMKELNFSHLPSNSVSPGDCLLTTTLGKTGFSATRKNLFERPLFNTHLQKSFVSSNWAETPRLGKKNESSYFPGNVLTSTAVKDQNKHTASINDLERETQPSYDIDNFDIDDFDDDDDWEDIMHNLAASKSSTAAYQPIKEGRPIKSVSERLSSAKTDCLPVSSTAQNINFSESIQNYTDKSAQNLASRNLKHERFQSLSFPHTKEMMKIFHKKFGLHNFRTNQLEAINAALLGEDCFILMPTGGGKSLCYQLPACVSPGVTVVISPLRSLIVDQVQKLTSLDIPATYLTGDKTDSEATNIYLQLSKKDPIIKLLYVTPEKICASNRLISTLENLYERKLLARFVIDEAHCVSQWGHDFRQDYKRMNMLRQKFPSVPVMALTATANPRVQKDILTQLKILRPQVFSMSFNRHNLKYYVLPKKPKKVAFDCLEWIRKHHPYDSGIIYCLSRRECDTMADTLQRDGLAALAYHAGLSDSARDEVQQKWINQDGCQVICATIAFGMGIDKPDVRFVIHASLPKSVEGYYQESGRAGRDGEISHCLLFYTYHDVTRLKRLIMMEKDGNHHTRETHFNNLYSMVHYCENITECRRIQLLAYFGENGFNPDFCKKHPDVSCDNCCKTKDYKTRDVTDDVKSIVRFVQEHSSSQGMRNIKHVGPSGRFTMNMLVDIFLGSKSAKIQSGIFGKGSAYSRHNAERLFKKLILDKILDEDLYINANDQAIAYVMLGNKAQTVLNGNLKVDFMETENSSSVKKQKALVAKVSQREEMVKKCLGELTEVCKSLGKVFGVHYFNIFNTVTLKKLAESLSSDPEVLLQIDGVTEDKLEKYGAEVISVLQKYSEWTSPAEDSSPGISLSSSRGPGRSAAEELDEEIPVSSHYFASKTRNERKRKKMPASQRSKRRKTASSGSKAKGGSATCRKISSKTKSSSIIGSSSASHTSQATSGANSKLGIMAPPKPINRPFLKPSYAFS
# Active calls of the source: *; u = inconclusive; x = no result given; & = joins results of further samples; [ ] = dose if it differs, or a comment. Unless noted, calls follow the shape of the dose curve; as a rule, active = well fitted curve in the direction sought with a large enough effect; inconclusive = small, poorly fitted or top-dose-only effect, or another doubt; inactive = no such curve, though single readings can be large; an effect the other way counts as inactive or inconclusive. An excerpt. The share of hits here may be higher or lower than overall.
no.	SMILES	Anesthetic bind	POLK inh	APE1 inh	LDHA inh	POLB inh	Pol eta inh	GRP78 ERSR act	Pol iota inh	BLM helicase inh
1	OC(COCC(F)(F)C(F)(F)C(F)(F)C(F)F)Cn1c2ccccc2c2ccccc21 (stereo not given)	-2%	-21%	4%	-6	-3%	-12%	-8%	4%	-26%
2	CCOc1ccc(-c2cc3cc(OC)c(OC)cc3c(C)n2)cc1	-1%	-11%	4%	-5	-20%	15%	-5%	58%[activator]	-3%
3	CCC(Sc1ccccn1)C(=O)Nc1nnc(C)s1 (stereo not given)	6%	-23%	4%	3	-13%	-2%	-3%	22%	-1%
4	Cc1ccc(C2(C)NC(=O)N(CC(=O)NCCC3=CCCCC3)C2=O)cc1 (stereo not given)	-1%	-18%	26%	-5	-1%	5%	-5%	u	-3%
5	Cc1nc2ccc(NC(=O)c3cc([N+](=O)[O-])cc([N+](=O)[O-])c3Cl)cc2s1	-11%	-9%	4%	7	-1%	u	7%	u	-15%
6	O=c1cc(Nc2ccc3c(c2)OCCO3)[nH]c(=O)n1C1CCCCC1	-9%	u	-1%	-7	11%	-11%	-1%	18%	0%
7	CC(C)(C)c1ccc(C(=O)C2CCCN(C(=O)CN3CCCC3=O)C2)cc1 (stereo not given)	-10%	-9%	-9%	-2	5%	-13%	7%	38%[activator]	-5%
8	CC(=O)Nc1cccc(-c2nnc(SCc3ccccc3C#N)n2C)c1	-10%	12%	-4%	-4	1%	-14%	-4%	121%[activator]	-1%
9	CCOc1ccc(NC(=O)N(C(C)C)C2CCN(C(C)=O)CC2)cc1	5%	-5%[60.1 µM]	x	6	39%	1%	-2%	4%	1%
10	CC(=O)NNc1ncnc2c1cnn2-c1ccccc1	-3%&-4%	5%	3%	-1&3	6%&7%	-16%&-13%	1%&-2%	72%&30%[activator]	-7%&-2%
11	COc1ccc(C(=O)N2CCN(c3cccc(C)c3C)CC2)cc1S(=O)(=O)NC1CC1	x	-20%	1%	0	x	-15%	-5%	-2%	x
12	O=C(COc1ccccc1C(=O)NCc1ccccc1)Nc1ccccc1	x	0%	5%	-7	x	-14%	-2%	-10%	x
13	CCc1nnc2c(Nc3cccc(F)c3)nc3ccc(C(=O)c4ccccc4)cc3n12	-3%	-1%	x	-9	22%	0%	0%	-15%	-2%
14	Cc1cccc(OCc2nn[nH]n2)c1C	-7%	-6%	18%	-5	-13%	-3%	-1%	u	-4%
15	O=C(O)C1C(c2ccccc2)C(C(=O)Oc2ccc(O)cc2)C1c1ccccc1 (stereo not given)	-9%	-19%	-3%	-4	10%	-4%	-1%	4%	0%
16	CCOc1ccc(CCNC(=O)CCCc2nnc3n(CC)c(=O)c4sccc4n23)cc1	-3%	-11%	x	-3	13%	-12%	-1%	6%	4%
17	COc1ccc(C(=O)Nc2sc(C)c(C)c2CN2CCOCC2)cc1	0%	0%	-1%	-4	22%	-14%	0%	165%[activator]	4%
18	CCOCCCNc1nc2nc3ccc(C)cn3c(=O)c2cc1C(=O)NCC1CCCO1 (stereo not given)	152%[activator]	-7%	-1%	-3	5%	-6%	1%	109%[activator]	7%
19	CCN=C(N/N=C/c1ccc([N+](=O)[O-])cc1)SC	-13%	-25%	-2%	-110*	34%	-1%	-2%	7%	4%
20	CCCCCC(O)(CCN1CCCCC1)c1ccccc1 (stereo not given)	-4%	-7%	11%	-10	13%	-8%	-3%	-25%	-1%
21	Cc1ccc(NS(=O)(=O)c2ccc(-c3cc(C)no3)cc2)c(C)c1	-16%	0%	x	3	6%	-26%	-3%	13%	-3%
22	Cc1ncc(N=Nc2ccc(F)cc2)c(-c2ccc(Cl)cc2)n1	-12%	-4%	-7%	-10	-5%	-17%	-1%	18%	-1%
23	COC(=O)Cn1c(Cc2ccccc2)nc2ccccc21	-8%	-5%	16%	-3	35%	0%	-4%	-5%	-4%
24	C=C1C[C@@]23CCC4[C@@](C)(CCC[C@@]4(C)C(=O)OC)C2CC[C@]1(OC(C)=O)C3 (stereo not given in full)	x	6%	-5%	0	x	-11%	-3%	12%	x
25	Cc1ccc(Cl)cc1N1CCN(C(=O)c2cnn(C)c2C2CCN(C(=O)OC(C)(C)C)CC2)CC1	-10%	-17%	x	3	3%	-10%	-9%	-13%	-11%

# An excerpt from above in order of length of the SMILES, largest number first:
no.	SMILES	Anesthetic bind	POLK inh	APE1 inh	LDHA inh	POLB inh	Pol eta inh	GRP78 ERSR act	Pol iota inh	BLM helicase inh
13	CCc1nnc2c(Nc3cccc(F)c3)nc3ccc(C(=O)c4ccccc4)cc3n12	-3%	-1%	x	-9	22%	0%	0%	-15%	-2%
18	CCOCCCNc1nc2nc3ccc(C)cn3c(=O)c2cc1C(=O)NCC1CCCO1 (stereo not given)	152%[activator]	-7%	-1%	-3	5%	-6%	1%	109%[activator]	7%
8	CC(=O)Nc1cccc(-c2nnc(SCc3ccccc3C#N)n2C)c1	-10%	12%	-4%	-4	1%	-14%	-4%	121%[activator]	-1%
22	Cc1ncc(N=Nc2ccc(F)cc2)c(-c2ccc(Cl)cc2)n1	-12%	-4%	-7%	-10	-5%	-17%	-1%	18%	-1%
12	O=C(COc1ccccc1C(=O)NCc1ccccc1)Nc1ccccc1	x	0%	5%	-7	x	-14%	-2%	-10%	x
14	Cc1cccc(OCc2nn[nH]n2)c1C	-7%	-6%	18%	-5	-13%	-3%	-1%	u	-4%

# Next part.
no.	SMILES	Anesthetic bind	POLK inh	APE1 inh	LDHA inh	POLB inh	Pol eta inh	GRP78 ERSR act	Pol iota inh	BLM helicase inh
26	CCC1=C(OC(=O)N(CC)CC)N2C(=O)OC(=NCC3CC3)[C@]2(C)[C@H]2C1=CC[C@H]1C(=O)N(C)C(=O)[C@H]12	-3%&-10%	4%	0%&5%	-1	20%	-17%	-3%	11%	2%&-4%
27	CSc1nc(N(C)NC(=O)c2cccc(C)c2)c2ccccc2n1	-20%	-5%	-1%	0	-2%	10%	-6%	5%	-1%
28	CCOC(=O)C1CCN(C(=O)COC(=O)CN(C)S(=O)(=O)c2ccc(NC(C)=O)cc2)CC1	x	-1%	x	-8	x	-16%	-1%	19%	x
29	COCC(=O)Nc1cc(C(=O)Nc2ccccc2C)ccc1Cl	-4%	-4%[60.1 µM]	-3%	-10	28%	1%	0%	0%	1%
30	O=C(COc1ccc2ccccc2c1)NNC(=O)c1ccc([N+](=O)[O-])cc1	-3%	-20%	0%	-2	8.9µM*	79µM*	5%	u	-10%
31	CCCC12CN3CC(C)(CN(C1)C31C(=O)Nc3ccc(C)cc31)C2=O (stereo not given)	3%	-11%	2%	-1	-22%	-3%	-4%	u	0%
32	CCOC(=O)N1CCN(CC(O)COc2ccccc2C(C)C)CC1 (stereo not given)	-6%	-10%	-2%	-9	-4%	-19%	-3%	5%	-3%
33	O=[N+]([O-])c1cc(S(=O)(=O)N2CCCC2)ccc1N/N=C/c1ccccn1	-7%	-5%	2%	-3	6%	u	0%	-2%	-6%
34	CCC(=O)N(Cc1cc2ccc(C)cc2[nH]c1=O)c1ccccc1OC	-11%	-12%	-3%	-8	33%	-20%	0%	-1%	1%
35	COc1ccccc1C(=O)NCC(=O)Nc1ccccc1	-7%	4%	1%	-2	-25%	-10%	0%	7%	1%
36	CCOc1ccccc1CNC(=O)CCCC(=O)n1nc(C)c2ccccc21	-7%	-6%	-8%	2	1%	-6%	-1%	-9%	-1%
37	Cc1cc(C)c(NC(=O)Cn2c(=O)nc(-c3ccccc3)c3cc(Cl)ccc32)c(C)c1	-8%	-7%[60.1 µM]	x	-10	0%	-19%	0%	32%[activator]	-2%
38	CN(c1ccc(C(=O)Nc2ccccc2C(=O)N2CCCC2)cc1)S(C)(=O)=O	-9%	-3%	2%	-9	-3%	7%	-4%	-2%	-7%
39	CCN(CC)c1ccc(C(=O)OCC(=O)Nc2ccc3[nH]c(=O)[nH]c3c2)cc1	u	-5%	-3%	1	u	u	2%	25%	-13%
40	COc1cccc(C(=O)CC(=O)C(=O)Nc2cc(OC)ccc2OC)c1	-8%	-9%	-12%	21	2%	-22%	0%	56%[activator]	-5%
41	Cc1ccc(SCC(=O)Nc2ccc3oc(-c4cccc(C)c4)nc3c2)cc1	9%	-16%	x	-11	-17%	x	x	14%	-2%
42	COc1ccc(/C=N/NC(=S)Nc2ccccc2)cc1	-8%	0%	-5%	-11	-4%	7%	2%	160%[activator]	4%
43	c1ccc(-n2nnnc2SCCCSc2nc3ccccc3s2)cc1	57%[activator]	-5%[60.1 µM]	1%	-7	24%	2%	-4%	16%	-4%
44	Cc1cccc(OC(C)C(=O)Nc2nc(-c3ccncc3)cs2)c1 (stereo not given)	x	1%	0%	-1	x	0%	-2%	38%[activator]	x
45	O=C(NC(=O)c1ccccc1)Nc1cccc(S(=O)(=O)N2CCCCC2)c1	-4%	-9%	11%	-9	38%	-11%	0%	-17%	-4%
46	O=C1C(=O)N(Cc2ccccc2)C(=O)N1CCN1C(=O)c2ccccc2C1=O	-22%	9%	0%	0	3%	-10%	-4%	12%	-1%
47	CCCSc1nc2c(cnn2-c2ccc(C)c(C)c2)c(=O)[nH]1	1%	-3%	-8%	0	16%	-15%	-5%	u	-4%

# Random excerpt: 2 records from the list.
no.	SMILES	Anesthetic bind	POLK inh	APE1 inh	LDHA inh	POLB inh	Pol eta inh	GRP78 ERSR act	Pol iota inh	BLM helicase inh
39	CCN(CC)c1ccc(C(=O)OCC(=O)Nc2ccc3[nH]c(=O)[nH]c3c2)cc1	u	-5%	-3%	1	u	u	2%	25%	-13%
27	CSc1nc(N(C)NC(=O)c2cccc(C)c2)c2ccccc2n1	-20%	-5%	-1%	0	-2%	10%	-6%	5%	-1%
